CCHF vOTU inh – CCHFV vOTU protease inhibitors, primary screen, biochemical, Pep-AMC substrate, fluorescence | AID 651958, 2012 | Crimean-Congo hemorrhagic fever virus L polyprotein viral ovarian tumor (vOTU) protease … | inhibition, % at 11.5 µM | 370,000 tested, 0.55% active; in the data active = inhibition above about 30%; note: 0% = vehicle wells with enzyme and 100% = no enzyme wells
Anthrax LF inh2 – Bacillus anthracis LF protease inhibitors, primary screen, biochemical, multiplex microsphere, MLPCN library. Lethal factor (Bacillus anthracis), P15917. 360,000 tested, 0.12% active. multiplex microsphere protease cleavage assay. inhibition, % at 10 µM; note: plate controls were buffer without enzyme for full effect and enzyme alone for no effect
PrPC surface inh – inhibitors of human cell surface prion protein PrPC, primary screen, cell-based, TR-FRET; inhibition, % at 13.8 µM; Major prion protein (Homo sapiens), P04156; 370,000 tested, 0.43% active; TR-FRET read-out; in the data active = inhibition above about 24%; note: 0% = median of the test wells and 100% = reference compound wells
MazEF act – activators of E. coli MazEF toxin-antitoxin RNase, primary screen, biochemical, fluorescence, uHTS; Endoribonuclease toxin MazF (Escherichia coli (strain K12)), P0AE70; 350,000 tested, 0.32% active; AID 504720, 2011; activation, % at 20 µM; FAM/BHQ RNA-DNA oligo cleavage fluorescence, 5 h; in the data active = activation above about 50%
Target sequence (P0AE70 whole entry, looked up): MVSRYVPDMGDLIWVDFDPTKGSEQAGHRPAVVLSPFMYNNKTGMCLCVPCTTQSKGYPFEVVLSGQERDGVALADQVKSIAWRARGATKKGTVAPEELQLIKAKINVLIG
SARS 3CLpro inh – SARS-CoV 3CLpro protease inhibitors, primary screen, biochemical, quenched FRET; Replicase polyprotein 1ab (Severe acute respiratory syndrome coronavirus), P0C6X7; inhibition, % at 6 µM; recombinant SARS-CoV 3CLpro, quenched FRET peptide cleavage; 290,000 tested, 0.14% active; in the data active = inhibition above about 12%
VHR inh abs – VHR1 phosphatase inhibitors, primary screen, biochemical, absorbance, uHTS; AID 1654, 2009; inhibition, % at 13.3 µM; recombinant VHR phosphatase, pNPP absorbance; Dual specificity protein phosphatase 3 (Homo sapiens), P51452; 290,000 tested, 0.52% active; in the data active = inhibition above about 50%; note: some compounds called inactive have numbers as strong as hits
Target sequence (P51452 whole entry, looked up): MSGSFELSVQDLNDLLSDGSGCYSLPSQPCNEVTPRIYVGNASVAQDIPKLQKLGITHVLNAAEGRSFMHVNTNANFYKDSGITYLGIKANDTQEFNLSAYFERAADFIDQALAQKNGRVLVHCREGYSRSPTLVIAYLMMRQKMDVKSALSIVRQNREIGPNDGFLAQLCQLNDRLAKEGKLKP
BoNT A protease – BoNT/A light chain protease inhibitors, primary screen, biochemical, flow cytometry, MLPCN library; Botulinum neurotoxin type A light chain protease (Clostridium botulinum A str. ATCC 3502); inhibition, % at 10 µM; 360,000 tested, 0.17% active; multiplex microsphere protease substrate cleavage; AID 588499, 2011; note: plate controls were buffer without enzyme for full effect and enzyme alone for no effect
PriA SSB inh – inhibitors of Klebsiella pneumoniae PriA binding to SSB C-terminal tail, primary screen, biochemical, AlphaScreen; PriA–SSB C-terminal tail interaction (Klebsiella pneumoniae); AlphaScreen SSBct-PriA binding, biotinylated peptide; inhibition, % at 33 µM; 430,000 tested, 0.6% active; in the data active = inhibition mostly above about 37%, no sharp cut-off; inactive = mostly below about 20%;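 note: plate controls were negative control peptide for no effect and reference peptide for full effect; strong numbers were not always called active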
Rv3671c inh – Rv3671c serine protease inhibitors, primary screen, biochemical, fluorescence polarization, M. tuberculosis H37Rv. P9WHR9. inhibition, % at 5.96 µM. 320,000 tested, 0.048% active. AID 2606, 2010; in the data active = inhibition above about 38%;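 note: extracellular domain of Rv3671c used as enzyme; 0% = enzyme with DMSO and 100% = no enzyme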
Target sequence (P9WHR9 whole entry, looked up, the tested form may be a part): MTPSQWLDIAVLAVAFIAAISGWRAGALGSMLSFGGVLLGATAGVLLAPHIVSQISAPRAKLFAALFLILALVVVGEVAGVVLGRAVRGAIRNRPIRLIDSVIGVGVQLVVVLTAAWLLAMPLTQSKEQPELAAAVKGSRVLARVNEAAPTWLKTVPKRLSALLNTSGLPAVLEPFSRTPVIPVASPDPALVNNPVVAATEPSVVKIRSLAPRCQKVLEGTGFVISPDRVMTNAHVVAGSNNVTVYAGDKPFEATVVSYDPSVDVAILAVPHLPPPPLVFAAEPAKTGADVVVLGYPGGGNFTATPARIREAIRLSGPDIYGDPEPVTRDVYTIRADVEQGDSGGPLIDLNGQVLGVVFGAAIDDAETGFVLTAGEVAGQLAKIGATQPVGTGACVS
BoNT F protease – BoNT/F light chain protease inhibitors, primary screen, biochemical, flow cytometry, MLPCN library. Botulinum neurotoxin type F light chain protease (Clostridium botulinum). Multiplex microsphere protease cleavage assay. inhibition, % at 10 µM. 360,000 tested, 0.22% active. AID 588497, 2011; in the data active = inhibition above about 35%, passing the limit was not always enough; inconclusive = no clear call, values can overlap the other calls; note: plate controls were buffer without enzyme for full effect and enzyme alone for no effect
* hit, by the source's call; i = inactive; ? = inconclusive; . = no result given; & = joins results of further samples. Cut-off read from the data, not from the text of the source, unless noted: active = inhibition above about 30%; inconclusive = no clear call, values can overlap the other calls; inactive = below that.

canonical_smiles,CCHF vOTU inh,Anthrax LF inh2,PrPC surface inh,MazEF act,SARS 3CLpro inh,VHR inh abs,BoNT A protease,PriA SSB inh,Rv3671c inh,BoNT F protease
CC(C)Cn1c(N)c(C(=O)COC(=O)c2cccc(Cl)c2)c(=O)n(C)c1=O,27,-2,-2,-2,0,14,-0.6,-11,-11,-3
Cc1ccc(C(=O)N2CCc3ccccc3C2)cc1S(=O)(=O)N1CCOCC1,-2,-1,0,2,-3,24,-1.7,9,-1,-4
CCCCN1C(=O)C(CC(=O)NCCc2ccccn2)CC(C(=O)N(CC)CC)=C1C (centres undefined),-2,-6,-1,-9,.,.,-0.2,.,.,-2
Cc1ccc(NS(=O)(=O)c2ccc(NC(=O)c3ccc(-c4ccccc4)cc3)cc2)c(C)c1,-4,1,3,38,7,.,-1.0,2,-19,-16
CCOC(=O)c1ccc(N=C(c2ccccc2)c2c(O)n(C)c(=O)n(C)c2=O)cc1,8,31*,4,-5,-3,27,-3.3,1,-1,?
Cc1ccc(S(=O)(=O)CCC(=O)Nc2ccc3nc(C)sc3c2)cc1,-7,-2,1,6,-5,8,-0.6,-1,-18,-3
O=C(CCS(=O)(=O)c1ccccc1)OCc1ccc([N+](=O)[O-])cc1,5,-5,0,-2,4,18,-0.8,2,-2,-15
COCc1c(C#N)c(NCc2cc(OC)c(OC)c(OC)c2)nc(C)c1[N+](=O)[O-],3,8,5,4,-2,25,-3.9,-2,-2,?
CN(C)S(=O)(=O)c1ccc(C(=O)Nc2nc(-c3cc4ccccc4o3)cs2)cc1,-2,0,9,-5,4,-2,-0.6,-8&0,-7,3
C#Cc1cccc(Nc2nc(NCCOC)nc3ccsc23)c1,1,-6,3,.,.,.,0.0,.,.,-4
CN1CCN(C(=O)c2cc3c(s2)-c2ccccc2S(=O)(=O)C3)CC1,12,-14,-2,-5,1,7,-1.1,-8,-10,-6
COc1cc(NC(=O)Cn2c(C)cc3ccccc3c2=O)cc(OC)c1OC,-11,-2,4,4,5,30,0.6,-11,-12,-6
O=c1c2ccccc2nc(/C=C/c2cccnc2)n1Cc1ccccc1,5,-2,1,16,12,25,-4.3,-6,.,-32
Cc1cccc(NS(=O)(=O)c2c(C)[nH]c(C)c2C(=O)N2CCCC2)c1,8,0,-8,0,-2,21,-0.2,20,4,1
COc1cc(-c2cc[n+](C)cc2)ccc1O,7,-6,-18,6,.,.,0.2,-11,0,-6
CC1=C(C#N)c2nc(N)c(C#N)c(C)c2/C1=C\c1ccc(OCC(=O)O)c(Cl)c1,-4,0,-2,-1,-4,-19,0.3,14,1,-8
CCOC(=O)c1c(C)[nH]c(C(=O)OCCOc2ccccc2C)c1C,11,0,-6,0,-5,13,0.4,-6,.,0
COc1ccccc1-c1nnc(C2CCN(S(=O)(=O)c3ccc([N+](=O)[O-])cc3)CC2)o1,-5,-1,-36,6,4,-14,0.4,-11,2,6
C/C=C/C(=O)Nc1cccc(C2=NOC3(C2)C[C@H](C(N)=O)N(C(=O)/C=C/C)C3)c1 (some centres undefined),1,-4,-6,5,.,22,0.5,-7,1,4
CCn1c(NCc2ccccn2)nc2ccccc21,2,2,4,3,-1,4,-0.7,-10,2,-13
COc1ccc(/C=C/c2cc(C(F)(F)F)[nH]c(=O)n2)cc1OC,-3,-7,-16,8,2,30,-0.1,-2,5,-2
Cc1ccc(NC(=O)c2ccc(C(C)(C)C)cc2)cc1-n1cnnn1,5,2,12,8,9,15,-0.5,2,7,-5
CC(C)(C)OC(=O)NCc1ccc(CNC(=O)c2nc[nH]c2C(=O)N2CCN(c3ccccc3)CC2)cc1,4,-6,6,-2,.,.,-0.3,16,3,-8
COc1ccc(OCC(O)CN2CCOCC2)cc1 (centres undefined),-3,8,3,5,1,4,-4.6,-12,6,?

One compound at a time, as listed above.
`COc1ccc(OCC(O)CN2CCOCC2)cc1` (centres undefined) is listed with CCHF vOTU inh: -3; Anthrax LF inh2: 8; PrPC surface inh: 3; MazEF act: 5; SARS 3CLpro inh: 1; VHR inh abs: 4; BoNT A protease: -4.6; PriA SSB inh: -12; Rv3671c inh: 6; BoNT F protease: ?
`COc1ccccc1-c1nnc(C2CCN(S(=O)(=O)c3ccc([N+](=O)[O-])cc3)CC2)o1` is listed with CCHF vOTU inh: -5; Anthrax LF inh2: -1; PrPC surface inh: -36; MazEF act: 6; SARS 3CLpro inh: 4; VHR inh abs: -14; BoNT A protease: 0.4; PriA SSB inh: -11; Rv3671c inh: 2; BoNT F protease: 6
`CCn1c(NCc2ccccn2)nc2ccccc21` is listed with CCHF vOTU inh: 2; Anthrax LF inh2: 2; PrPC surface inh: 4; MazEF act: 3; SARS 3CLpro inh: -1; VHR inh abs: 4; BoNT A protease: -0.7; PriA SSB inh: -10; Rv3671c inh: 2; BoNT F protease: -13

Additional compounds follow:
canonical_smiles,CCHF vOTU inh,Anthrax LF inh2,PrPC surface inh,MazEF act,SARS 3CLpro inh,VHR inh abs,BoNT A protease,PriA SSB inh,Rv3671c inh,BoNT F protease
NC(=O)c1ccc(SCC(=O)OCC(=O)NCc2cccs2)c([N+](=O)[O-])c1,23,2,-31,0,.,.,2.2,-5,5,1
COc1ccc(Cl)cc1C(=O)NNC(=O)CN1C(=O)C2CC=CCC2C1=O (centres undefined),-3,1,9,7,-5,47,-0.2,-15,-5,3
COc1ccc2c(C)cc(SCC(=O)NC3CCCCC3)nc2c1,-10,-8,-2,-8,.,.,0.0,-3,-1,-6
Nc1c(-c2cccs2)cnc2c(-c3ccc(F)cc3)cnn12,-1,-5,10,3,2,23,-3.3,-4,-1,-19
O=C(Nc1nnc(C2COc3ccccc3O2)o1)c1ccc(F)cc1 (centres undefined),-11,2,2,-1,0,-2,-0.1,-6,-8,0
Oc1ccc(Cl)cc1CNc1ccccn1,6,0,6,14,0,6,-1.0,-10,2,?
CCCc1nc2oc3cc(OC)ccc3c(=O)c2c(=O)n1Cc1ccco1,3,1,2,5,0,11,-0.3,-6,3,4
Cc1cc(C(=O)NNC2CC(=O)N(c3ccc4ccccc4c3)C2=O)c(C)o1 (centres undefined),8,3,10,2,2,9,-0.8,-4,0,-4
CCOC(=O)c1c(CN(CC)CC)oc2ccc(OC)cc12,3,0,-12,2,-5,22,-0.2,-4,3,18
Cc1ccc(C(=O)OCC(=O)NCc2cccc(Cl)c2)cc1S(=O)(=O)N1CCCCC1,1,0,17,-4,.,.,1.4,-2,.,5
Cc1ccc(C)c2nc3sc(C(=O)N4CCCc5ccccc54)c(N)c3cc12,-4,30*,-1,-59,6,19,28,13,3,22
COc1ccc(C(O)c2ncc(-c3cccc(OC)c3)[nH]2)cc1 (centres undefined),10,1,-5,.,.,.,-0.3,.,.,-1
CCOC(=O)C1CCCN(C(=O)CCC(=O)Nc2ccc3nc(N4CCOCC4)cc(C)c3c2)C1 (centres undefined),-62,-20,-6,0,-2,8,0.2,-16,-14,8
COc1ccc([N+](=O)[O-])cc1NC(=S)NC(NC(=O)C(c1ccccc1)c1ccccc1)C(Cl)(Cl)Cl (centres undefined),16,-2,24,-7,-10,27,-0.3,11,-178,-9
CC1CC(C)CN(c2ncnc3c2cnn3-c2ccc(Cl)cc2)C1 (centres undefined),23,-4,-8,-9,3,16,-0.3,-13,-4,2
CN(C)C(=O)c1ccc(NC(=O)COC(=O)C2CCN(S(=O)(=O)c3ccc4c(c3)OCCO4)CC2)cc1,0,2,-5,0,.,.,0.6,-12,-6,4
O=C(COc1ccccc1)N1CCN=C1SCc1cccc(F)c1,0,0,1,6,1,8,-0.8,-26,-1,-4
Cc1occc1-c1nnc(SCC(=O)c2ccc(F)cc2)n1Cc1ccco1,12,-2,0,0,5,-1,-1.1,0,-1,-5
Cc1ccc(N(CC(=O)N2CCc3ccccc32)C2=NC(=O)CS2)cc1,-12,-2,4,3,1,36,-1.0,2,1,-6
Cc1ccc(CN(C)c2nc(-c3cccnc3)nc3ccccc23)o1,2,-11,-2,13,-2,2,-1.5,3,-5,-5
CC(C)(C)OC(=O)NCCC(=O)N/N=C/c1cccc2cccnc12,7,10,5,-3,2,16,-2.9,i,4,?
NC(=O)Cc1ncc(C(F)(F)F)cc1Cl,-10,5,-5,4,2,21,-0.2,-16,0,5
Cc1ccc(C(=O)CC2(O)C(=O)N(Cc3ccc4c(c3)OCO4)c3ccccc32)cc1 (centres undefined),7,-4,6,-1,5,8,1.2,16,-12,12
O=C(CSc1nnnn1C1CCCCC1)NCc1cccs1,1,1,8,5,1,12,0.2,-2,-2,-2

Structures from the list above with a cyano group:
canonical_smiles,CCHF vOTU inh,Anthrax LF inh2,PrPC surface inh,MazEF act,SARS 3CLpro inh,VHR inh abs,BoNT A protease,PriA SSB inh,Rv3671c inh,BoNT F protease
COCc1c(C#N)c(NCc2cc(OC)c(OC)c(OC)c2)nc(C)c1[N+](=O)[O-],3,8,5,4,-2,25,-3.9,-2,-2,?
CC1=C(C#N)c2nc(N)c(C#N)c(C)c2/C1=C\c1ccc(OCC(=O)O)c(Cl)c1,-4,0,-2,-1,-4,-19,0.3,14,1,-8

The listing continues:
canonical_smiles,CCHF vOTU inh,Anthrax LF inh2,PrPC surface inh,MazEF act,SARS 3CLpro inh,VHR inh abs,BoNT A protease,PriA SSB inh,Rv3671c inh,BoNT F protease
CC(Sc1nc(O)c(-c2ccccc2)c(=O)[nH]1)C(=O)Nc1ccc(Cl)cc1 (centres undefined),-6,-1,2,-33,-1,-15,0.9,-5,4,-4
Cc1ccc(-c2nnc(Oc3cccc(C)c3)c3ccccc23)cc1,24,2,2,5,7,13,-0.8,-12,-4,1
CCN(CC)S(=O)(=O)c1ccc(S(=O)(=O)N2CCN(CCC#N)CC2)cc1,17,-8,5,5,0,-19,-0.3,-9,-5,1
COc1cccc(CNS(=O)(=O)/C=C/c2ccc3c(c2)OCO3)c1,-13,0,4,-2,1,0,-1.0,11,-4,15
Cc1cc(C)nc(NC(=O)c2ccc(Br)cc2)n1,-5,2,2,6,-3,-6,-8.2,-12,3,?
COCCN(CCOC)C(=O)c1cc2c(=O)n3ccccc3nc2s1,-53,-1,-2,7,-3,15,0.3,0,1,1
O=C(NCc1ccc(F)cc1)c1cc(C2CCCCN2C(=O)c2ccc(Cl)cc2)on1 (centres undefined),-6,2,-5,.,.,.,0.3,.,.,-2

Sorted by heavy-atom count (lowest first): some entries from above.
canonical_smiles,CCHF vOTU inh,Anthrax LF inh2,PrPC surface inh,MazEF act,SARS 3CLpro inh,VHR inh abs,BoNT A protease,PriA SSB inh,Rv3671c inh,BoNT F protease
NC(=O)Cc1ncc(C(F)(F)F)cc1Cl,-10,5,-5,4,2,21,-0.2,-16,0,5
COc1ccc(Cl)cc1C(=O)NNC(=O)CN1C(=O)C2CC=CCC2C1=O (centres undefined),-3,1,9,7,-5,47,-0.2,-15,-5,3
COc1cc(NC(=O)Cn2c(C)cc3ccccc3c2=O)cc(OC)c1OC,-11,-2,4,4,5,30,0.6,-11,-12,-6
COc1ccccc1-c1nnc(C2CCN(S(=O)(=O)c3ccc([N+](=O)[O-])cc3)CC2)o1,-5,-1,-36,6,4,-14,0.4,-11,2,6
COc1ccc([N+](=O)[O-])cc1NC(=S)NC(NC(=O)C(c1ccccc1)c1ccccc1)C(Cl)(Cl)Cl (centres undefined),16,-2,24,-7,-10,27,-0.3,11,-178,-9

These rows are one share of the data (hit frequency here may not be typical).
